RBX1-CUL1 inh: blocks human RBX1-Cullin-1 di-ubiquitin formation; P62877+Q13616; in vitro K48 di-Ub FRET, acceptor:donor ratio, 45 min; inhibition, % at 10 µM; actives 0.6% (n = 140,000); in the data active means inhibition above about 25%
Target sequence (P62877 whole entry, looked up): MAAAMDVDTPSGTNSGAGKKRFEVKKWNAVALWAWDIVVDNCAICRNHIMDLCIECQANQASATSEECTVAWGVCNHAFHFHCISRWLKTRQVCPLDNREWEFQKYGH
Target sequence (Q13616 whole entry, looked up): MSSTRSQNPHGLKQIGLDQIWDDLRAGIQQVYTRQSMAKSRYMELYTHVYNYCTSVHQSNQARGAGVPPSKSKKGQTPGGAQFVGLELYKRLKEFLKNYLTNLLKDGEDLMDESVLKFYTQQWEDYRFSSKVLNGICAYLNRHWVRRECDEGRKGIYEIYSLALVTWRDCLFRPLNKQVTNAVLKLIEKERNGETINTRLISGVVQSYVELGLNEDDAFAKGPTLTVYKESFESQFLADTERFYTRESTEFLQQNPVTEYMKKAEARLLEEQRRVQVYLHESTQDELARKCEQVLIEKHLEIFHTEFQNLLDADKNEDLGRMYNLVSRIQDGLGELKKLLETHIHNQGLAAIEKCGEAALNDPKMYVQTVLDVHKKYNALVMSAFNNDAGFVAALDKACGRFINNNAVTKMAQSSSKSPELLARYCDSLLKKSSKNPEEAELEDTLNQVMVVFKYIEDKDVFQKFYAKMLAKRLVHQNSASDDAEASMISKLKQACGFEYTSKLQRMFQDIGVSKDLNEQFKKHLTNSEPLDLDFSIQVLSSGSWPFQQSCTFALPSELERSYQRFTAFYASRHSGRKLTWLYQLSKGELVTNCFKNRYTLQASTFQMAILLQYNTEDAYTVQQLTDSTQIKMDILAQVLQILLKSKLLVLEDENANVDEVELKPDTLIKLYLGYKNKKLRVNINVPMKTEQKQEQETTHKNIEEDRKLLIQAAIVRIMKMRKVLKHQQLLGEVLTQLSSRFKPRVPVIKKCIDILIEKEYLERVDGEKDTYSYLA
* hit, by the source's call. Not all compounds are listed; rates above refer to the full screens.

item	mol	RBX1-CUL1 inh
1	Cc1ccc(-c2csc3nc(-c4cccs4)oc(=O)c23)cc1	-3.7
2	CCn1c(=O)n2n(c1=O)C1C=CC2C2C(Br)C(Br)C21 (configuration not stated)	-8.2
3	O=C(Oc1ccc(-c2cnc3ccccc3n2)cc1)c1ccc(Cl)cc1	0.6
4	Cc1cc(C)n(-c2nc(-c3cccnc3)nc3ccccc23)n1	6.2
5	Cc1cc(C)cc(NC(=O)CN(C)S(=O)(=O)c2ccc3c(c2)CCC(=O)N3)c1	1.1
6	CCc1ccc(-c2c3c(c(-c4ccccc4)n2-c2ccccc2N)C(=O)c2ccccc2C3=O)cc1	4.0
7	COC(=O)c1ccccc1NC(=O)c1cc2cc(C)ccc2n1C	-1.0
8	O=S(=O)(c1ccccc1)n1ccc2cccnc21	10.3
9	O=C1CC(=O)c2c(c3ccccc3n(-c3ccccc3)c2=O)O1	15.9
10	COc1ccc(CCNC(=O)CCc2c(C)c3ccc(O)c(C)c3oc2=O)cc1	-0.1
11	COc1ccc(S(=O)(=O)C2C(=O)Nc3cc(C(=O)NCc4ccc(F)cc4)ccc3C2=O)cc1 (configuration not stated)	9.4
12	COc1ccc(Cl)cc1NC(=O)C(C)N1Cc2ccccc2C1=O (configuration not stated)	5.2
13	NC1(CNC(=S)S)CCCCC1	-4.3
14	CCOC(=O)c1c(NC(=O)c2cc(=O)c3cc(Cl)ccc3o2)sc(C)c1C	2.8
15	Cc1ccc(C)c(N2CCN(C(=O)c3cc4cc5ccc(C)cc5nc4o3)CC2)c1	-4.0
16	CC(C)Oc1ccc(C(=O)Nc2cccnc2)cc1	-10.0
17	O=C(Nc1cccc(-n2cnnn2)c1)C1CCCN(C(=O)C2=CCCC2)C1 (configuration not stated)	1.3
18	Cc1ccc(S(=O)(=O)N2CCCc3cc(NS(=O)(=O)c4cc(F)ccc4F)ccc32)cc1	-5.4
19	Cc1ccc(NC(=O)C(C)Sc2nc3c(c(=O)[nH]2)CCCC3)cc1Cl (configuration not stated)	16.9
20	COc1ccccc1NC(=O)Nc1ccnn1C1CCN(Cc2ccccn2)CC1	13.2
21	ClC1C2(c3ccccc3)OC(c3ccccc3)(c3ccccc32)C1(Cl)Cl (configuration not stated)	7.3
22	Cc1ccc(N(CC(=O)N2CCN(c3cc(C)ccc3C)CC2)S(=O)(=O)c2c(C)nn(C)c2C)cc1	2.6
23	CCCc1cc(C(=O)Nc2ccc(C(=O)OC)cc2)n(C)n1	3.0
24	O=c1ccc(=O)n(-c2ccccc2)n1CCCN1CCC2(CC1)OCCO2	3.0
25	O=C(Nc1ccc(Br)cc1)C1CCC1	-0.2
26	CCNS(=O)(=O)Cc1ccc(Cl)c(Cl)c1	8.0
27	CCOC(=O)c1c(C)n(C)c2ccc(OCC(O)CN3CCN(C)CC3)cc12 (configuration not stated)	3.3
28	Cc1ccc(C(C)C)c(Oc2cc(NC(=O)c3c(-c4ccccc4)nn(-c4ccccc4)c3C)cc([N+](=O)[O-])c2)c1	-8.0
29	COC(C)(C)CNCc1ccccc1OCC(O)CN1CCCCC1 (configuration not stated)	4.2
30	O=C(Nc1ccccc1F)C1C(c2ccccc2)C1(Cl)Cl (configuration not stated)	7.5
31	Cc1ccc(C)c(NC(=O)C(=O)NCCc2csc3nc(-c4ccccc4C)nn23)c1	3.1
32	O=C(c1cccc(I)c1)n1cnc2ccccc21	3.2
33	CSc1nsc(SCC(=O)Nc2cc(C)on2)n1	1.7
34	CCn1nc(-c2ccccc2)c(-c2ccccc2)c(C(=O)Nc2ccccc2C#N)c1=O	2.4
35	CC(C)CC(=O)NC(=S)Nc1cccc(C#N)c1	1.3
36	COc1ccc(NC(=O)c2ccc(CNS(=O)(=O)c3ccc4c(c3)C(C)(C)C(=O)N4C)cc2)cc1	-1.1
37	CC(C)(C)O[C@H]1CCCC2=CC(=O)CC[C@@]21C	1.2
38	O=c1c2c3c(sc2nc2n1N=C(c1ccc(F)cc1)CS2)CCCC3	2.0
39	CS(=O)(=O)N1CCN(C(=O)Nc2cccc(Cl)c2)CC1	2.1
40	Cc1ccc(NC(=O)Cn2c(=O)n(Cc3ccccc3)c(=O)c3sc4ccccc4c32)cc1	8.7
41	CCc1ccc(C(=O)c2cn(CC(=O)Nc3cc(OC)ccc3OC)c3ccc(Cl)cc3c2=O)cc1	-11.5
42	CC(=O)C1C(=O)C(=O)N(CC#N)C1c1ccc(O)cc1 (configuration not stated)	5.5
43	Cc1cc(C)cc(NC(=O)c2cccc(N3CCCS3(=O)=O)c2)c1	6.0
44	COC(=O)c1c(NC(=O)c2ccc([N+](=O)[O-])cc2)sc(C)c1-c1ccc(F)cc1	-1.2
45	CCOC(=O)c1cc2c(=O)n3ccccc3nc2n(Cc2ccco2)c1=NC(=O)c1ccc(OC)cc1	7.0
46	Cc1cc(C)c(S(=O)(=O)N2CCN(S(=O)(=O)N3CCCCCC3)CC2)c(C)c1	2.7
47	Cc1ccc(C2CC(c3ccccc3)=Nc3nc(NS(=O)(=O)c4ccc(C)cc4)nn32)cc1 (configuration not stated)	13.5
48	Cc1nc(SCC(=O)c2c(C)n(C)n(-c3ccccc3)c2=O)n(Cc2ccccc2)c1C	-4.1
49	Cc1cc(C)c(NC(=O)C2CCCC2)c(C)c1	0.7
50	COC(=O)c1c(S(=O)(=O)NCc2ccc(Cl)cc2)sc2c1CCN(C(=O)C(C)C)C2	-5.3
51	COc1ccc(/C=N/NC(=O)c2cc3c(ccc4ccccc43)o2)cc1OC	-9.0
52	CC(C)(C)C(=O)C#C/C=C1\OCOC1(C)C	8.6
53	COc1ccc(CCNC(=O)CCc2c(C)nc3c4c(C)cc(C)nc4nn3c2C)cc1OC	-5.9
54	Cc1nnc2sc(C(C)(C)Oc3ccc(Cl)cc3)nn12	5.6
55	Cc1ccc(/C=C/C(=O)NCc2ccccn2)o1	9.6
56	O=C(Cc1ccc(Br)cc1)NCCc1ccccc1	2.6
57	CCOc1ccccc1NC(=O)c1ccc(OC)cc1	-11.3
58	O=C(NCc1ccco1)c1cc2nc(-c3ccc(F)cc3)cc(C(F)(F)F)n2n1	1.5
59	CC(C)CC(=O)Nc1c(Cl)cccc1Cl	-6.0
60	Cc1nnc(-c2cccc(NC(=O)C3CCN(C(=O)C4CCC4)CC3)c2)s1	7.2

Another view of part of the listing above:
#22 Cc1ccc(N(CC(=O)N2CCN(c3cc(C)ccc3C)CC2)S(=O)(=O)c2c(C)nn(C)c2C)cc1
  RBX1-CUL1 inh: 2.6

#23 CCCc1cc(C(=O)Nc2ccc(C(=O)OC)cc2)n(C)n1
  RBX1-CUL1 inh: 3.0

#24 O=c1ccc(=O)n(-c2ccccc2)n1CCCN1CCC2(CC1)OCCO2
  RBX1-CUL1 inh: 3.0

#25 O=C(Nc1ccc(Br)cc1)C1CCC1
  RBX1-CUL1 inh: -0.2

Next part
item	mol	RBX1-CUL1 inh
61	Cc1nn(C)cc1CN(C)Cc1ccc(OCC(O)CN2CCCCC2)cc1 (configuration not stated)	-1.2
62	O=C(Nc1nc2ccccc2n1CCOc1ccccc1Cl)c1ccccc1	-3.6
63	COC(=O)C1CCCCN1C(=O)c1ccccc1OC1CCN(S(C)(=O)=O)CC1 (configuration not stated)	-0.9
64	CC1(C)CC(=O)C(c2nc3ncccc3[nH]2)C(=O)C1	-3.7
65	Cc1nc2nc(-c3ccc(Cl)cc3Cl)nn2c(C)c1CCC(=O)Nc1ccc(F)cc1	-7.4
66	N#Cc1ccc(-c2cccs2)nc1SCC(=O)Nc1cccc(C(F)(F)F)c1	3.6
67	Cc1ccc(NC(=O)CN2CCN(C3CCCCC3)C(=O)C2=O)cc1	0.7
68	CC1(C)CC2(CC(C)(C(=O)CSc3nc4ccccc4s3)OC2=O)C(=O)O1 (configuration not stated)	2.5
69	COc1ccc(CNC(=O)COCc2cc(-c3ccc4c(c3)OCO4)on2)cc1	2.4
70	CCOC(=O)N1CCN(Cc2nc(N(C)Cc3ccc(OC)c(OC)c3)c3ccccc3n2)CC1	-0.6
71	O=C1CC(=O)c2ccccc2-c2ccccc21	-6.7
72	Cc1ccc2nc(CN3CCN(S(=O)(=O)c4ccc(F)cc4)CC3)oc2c1	0.5
73	CCN1CC(CNC(=O)c2cc(NC(=O)COC)cc3ncn(CCc4ccccc4)c23)CC1=O (configuration not stated)	1.1
74	O=C1CCNn2c1nc1ccccc1c2=O	-3.7
75	COc1ccc(NC(=O)COc2cccc3ccccc23)c(OC)c1	1.7
76	O=C(CCN1CCCCO1)N1CCCC(CNS(=O)(=O)Cc2ccccc2)C1 (configuration not stated)	-8.7
77	COc1ccc(C2c3c(n[nH]c3C)OC(=N)C2C#N)cc1COc1ccc(C)cc1 (configuration not stated)	2.9
78	CC1(C)CC(=O)C2=C(C1)N(Cc1ccc(F)cc1)C(=O)C2(NC(=O)c1ccccc1)C(F)(F)F (configuration not stated)	-5.0
79	O=S(=O)(Oc1ccc(Cl)cc1)c1ccc(Br)c2ccccc12	4.4
80	COc1cccc(/C=C2\SC(=Nc3cccc(Cl)c3C)NC2=O)c1OCC(=O)O	2.0
81	CCC(=O)Nc1nnc(SCC(=O)n2c3c(c4ccccc42)CCCC3)s1	3.9
82	COCCn1cnc2cc(NC(=O)C3CCCCC3)cc(C(=O)NCC3CCOCC3)c21	5.0
83	COc1ccc(NC(=O)Cn2c([N+](=O)[O-])cnc2C)c(OC)c1	-3.9
84	CC(=O)c1ccc(NC(=O)/C=C/c2c(Cl)cccc2Cl)cc1	9.4
85	Cc1ccc(S(=O)(=O)NCC(C)NS(=O)(=O)c2ccc(C)cc2)cc1 (configuration not stated)	4.6
86	Cc1sc2ccc(Br)cc2c1C	-0.9
87	CCOC(=O)c1c(-c2ccc(OCC)cc2)csc1NC(=O)c1csc2c1CCCC2	-7.4
88	Cc1ccc(NC(=O)c2c(C)oc3nc(C)nc(N4CCCC4)c23)c(C)c1	-0.1
89	CC(C)Cn1cnc2oc(-c3ccccc3)c(-c3ccccc3)c2c1=N	-3.7
90	Cc1nnc(SCCCNC(=O)C2CCC(=O)N(CCN3CCOCC3)C2)s1 (configuration not stated)	5.0

Of the compounds above, these contain an NH in an aromatic ring.
item	mol	RBX1-CUL1 inh
19	Cc1ccc(NC(=O)C(C)Sc2nc3c(c(=O)[nH]2)CCCC3)cc1Cl (configuration not stated)	16.9
64	CC1(C)CC(=O)C(c2nc3ncccc3[nH]2)C(=O)C1	-3.7
77	COc1ccc(C2c3c(n[nH]c3C)OC(=N)C2C#N)cc1COc1ccc(C)cc1 (configuration not stated)	2.9

More records follow:
item	mol	RBX1-CUL1 inh
91	CC(C)(C)c1ccc(-c2nnc(SCC(N)=O)o2)cc1	8.4
92	COc1ccc(OC)c(CCNC(=O)c2nc(-c3ccc(Cl)cc3)n3c2CCCCC3)c1	-3.4
93	CCOc1ccccc1NC(=O)Nc1nnc(N(C)Cc2ccccc2)s1	-2.0
94	O=C(Nc1ccccc1-n1cccc1)C1CC1	-0.4
95	O=C(CCc1cnccn1)N1CCCC(CO)(CCc2ccccc2)C1 (configuration not stated)	6.9
96	CCCCSc1nnc2c(n1)OC(c1ccc(N(C)C)cc1)N(C(C)=O)c1ccccc1-2 (configuration not stated)	-4.7
97	Cc1ccc(C(=O)c2cn(CC(=O)Nc3ccc(C(C)C)cc3)c3nc(C)ccc3c2=O)cc1	-3.9
98	CCNc1nc2c(c(=O)n(C)c(=O)n2C)n1CC(O)COc1ccccc1 (configuration not stated)	4.1
99	COC(=O)c1ccc(Cl)c(NC(=O)Cc2ccc(OC)cc2)c1	-6.6
100	Cc1cc(C)nc(SCC(=O)Nc2nc(C)c(-c3ccccc3)s2)n1	11.0
101	c1cc2ncc3sccc3c2cn1	-3.1
102	O=C(Nc1ccccn1)c1cc2ccc(O)cc2oc1=O	6.0
103	O=c1[nH]cnc2c1oc1nc(-c3ccccc3)cc(-c3ccccc3)c12	0.2
104	CCC(=O)c1c(N2CCOCC2)nc(C)c2c1CCC2	-0.6
105	CCOc1cccc(C(=O)N2CCN(c3ccccn3)CC2)c1	6.8
106	CC(C)c1cnc2c(c1SCC(=O)NC(C)(C)C)c(=O)n(C)c(=O)n2C	-1.4
107	Clc1cc2c(cc1CNC1CCCc3c1cnn3-c1ccccn1)OCO2 (configuration not stated)	12.4
108	CCOc1ccc(-c2[nH]nc3c2C(c2ccccc2F)C(C#N)C(=N)O3)cc1 (configuration not stated)	-6.7
109	O=C(CSc1nc2ccccc2n1Cc1cccc(F)c1)N1CCN(c2ccc(F)cc2)CC1	0.5
110	O=C(Nc1ccnn1C1CCN(C(=O)C2CCCO2)CC1)c1ccc2c(c1)OCO2 (configuration not stated)	-3.3
111	COc1ccc(NC(=O)Nc2nnc(N(C)C3CCCCC3)s2)c(OC)c1	-7.1
112	CCS(=O)(=O)N1CCCC(C(=O)NC2CCCCCCC2)C1 (configuration not stated)	2.0
113	CC(NC(=O)c1csc2ccccc12)C1CCCO1 (configuration not stated)	-2.5
114	O=C(O)CN1C(=O)/C(=C2\SC(=S)N(C(Cc3ccccc3)C(=O)O)C2=O)c2ccccc21 (configuration not stated)	4.1
115	O=C(NNc1ccccn1)c1cn2cc(Cl)cc(Cl)c2n1	2.2
116	O=C(C1CC12CCCC2)N1CCc2onc(-c3cccc(F)c3)c2C1 (configuration not stated)	2.4
117	CCCCC(=O)NC1C2CC3CC(C2)CC1C3 (configuration not stated)	-1.9
118	O=C(COC(=O)c1ccc(F)cc1)c1ccccc1	-8.0
119	Cn1c(=O)oc2cc(S(=O)(=O)CCC(=O)NCc3ccccc3)ccc21	-13.8
120	COc1ccc(-c2cccc(NS(=O)(=O)c3cc(C)c(OC)c(C)c3C)c2)nn1	0.1
121	Cc1ccc(/C=C2/CN(Cc3ccccc3)C/C(=C\c3ccc(C)o3)C2=O)o1	5.4
122	O=C1C(=Cc2cn[nH]c2-c2ccc(F)cc2)C(=O)c2ccccc21	-4.8
123	Cc1cc(C)c(C(=O)OCC(COCOc2ccccc2)OC(=O)c2c(C)cc(C)cc2C)c(C)c1 (configuration not stated)	-7.7
124	O=C(O)CCC(=O)Nc1ccc(C#C/C=C/c2ccc(NC(=O)CCC(=O)O)cc2)cc1	10.9
125	CCc1noc(C)c1C(=O)N1CCc2[nH]nc(-c3c(F)cccc3F)c2C1	-1.5
126	CCC1CCCCN1S(=O)(=O)c1cc(C)c(C)cc1C (configuration not stated)	8.2
127	CN1CCc2c(sc(N)c2C#N)C1	0.8
128	CCc1ccc(OCc2nnc(SCC(=O)Nc3cc(Cl)ccc3Cl)o2)cc1	-1.9
